ABHD5-PLIN5 inh: inhibitors of human ABHD5-perilipin-5 interaction. inhibition, % at 4 µM. AID 602281. Split G. princeps luciferase complementation, luminescence, 4 h. Q00G26+Q8WTS1. actives 0.78% (n = 360,000);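 active = inhibition above the mean inhibition across every tested compound plus 3 SD, cut at about 22% in these data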;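 also: 0% = DMSO only wells and the 100% control is not disclosed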
N-glyco inh: blocks N-linked glycosylation in D54 reporter cells; actives 0.23% (n = 360,000); reporter increase, % at 12.5 µM; D54 ERlucT glycosylation luciferase reporter, 24 h; percent of 100 nM tunicamycin response; AID 588692;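 active = mean luciferase reporter signal, scaled so untreated is 0 and the glycosylation-blocking control 100, at or above a set limit in every replicate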;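 also: luciferase carries N-glycosylation sites so blocking glycosylation raises the light; 0% = median of neutral control wells and 100% = median of 100 nM tunicamycin wells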
HTR2A ag: mouse HTR2A agonism via beta-arrestin recruitment; P35363; CHO-K1 mHTR2A beta-arrestin complementation, luminescence; percent of 30 µM serotonin response; activation, % at 7.6 µM; actives 0.66% (n = 360,000);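 active = activation above a run cutoff, the mean activation of all tested compounds plus 3 SD, cut at about 14% in these data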;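 also: 0% = plate median of compound wells and 100% = 30 µM serotonin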
CaV13 ICDI inh: Disruptors of the CACNA1D IQ motif to Ca2+-dependent inactivation inhibitor domain association, primary screening, Förster resonance energy transfer in intact living …. HEK cells, CFP/YFP FRET ICDI-IQ, plate reader, 10 min; percent FRET-ratio fall versus neutral wells. inhibition, % at 12.3 µM. actives 0.098% (n = 340,000). AID 743397;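 active = mean replicate inhibition of at least 30% and at least 1% of replicates passing that level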;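 also: 0% = median of the neutral control wells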
ABCB6 inh 2: blocks the human ABCB6 transporter; Q9NP58; actives 0.19% (n = 360,000); AID 602162; fluorescence ratio to DMSO, % at 10 µM; K562-ABCB6 porphyrin accumulation, flow cytometry, 1 h; active compounds read low;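 active = fluorescence ratio to DMSO below 75%, the collection mean minus 3 SD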;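 also: signal is porphyrin accumulated inside mitochondria; 100% equals median channel fluorescence of DMSO control wells; lower ratio means ABCB6 inhibition with less porphyrin fluorescence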
Target sequence (Q9NP58 whole entry, looked up): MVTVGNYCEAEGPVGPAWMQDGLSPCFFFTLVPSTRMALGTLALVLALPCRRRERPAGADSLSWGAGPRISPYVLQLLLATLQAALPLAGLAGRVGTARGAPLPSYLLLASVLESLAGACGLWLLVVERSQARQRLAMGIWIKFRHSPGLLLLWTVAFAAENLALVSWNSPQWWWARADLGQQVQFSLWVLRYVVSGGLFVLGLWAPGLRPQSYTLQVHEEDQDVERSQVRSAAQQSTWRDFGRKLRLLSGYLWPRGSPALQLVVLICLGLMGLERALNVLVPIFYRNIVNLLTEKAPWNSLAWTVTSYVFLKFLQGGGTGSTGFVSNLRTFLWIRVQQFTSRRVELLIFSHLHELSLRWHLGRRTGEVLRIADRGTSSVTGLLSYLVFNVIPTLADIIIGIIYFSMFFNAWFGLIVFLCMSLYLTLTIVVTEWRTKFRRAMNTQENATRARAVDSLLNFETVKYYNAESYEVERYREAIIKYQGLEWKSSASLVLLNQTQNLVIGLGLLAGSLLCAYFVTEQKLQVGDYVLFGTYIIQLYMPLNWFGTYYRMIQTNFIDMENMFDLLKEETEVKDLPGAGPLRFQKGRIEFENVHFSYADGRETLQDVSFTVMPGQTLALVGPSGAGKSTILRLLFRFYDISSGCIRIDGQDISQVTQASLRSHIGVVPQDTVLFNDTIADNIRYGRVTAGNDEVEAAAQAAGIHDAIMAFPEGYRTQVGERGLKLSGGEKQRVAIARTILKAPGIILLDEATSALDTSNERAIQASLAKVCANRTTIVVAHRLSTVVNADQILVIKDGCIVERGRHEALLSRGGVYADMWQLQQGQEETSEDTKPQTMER
MC4R ag barr: activates human MC4R beta-arrestin recruitment. activation, % at 8.9 µM. actives 0.98% (n = 360,000). AID 540308. P32245. U2OS MC4R beta-arrestin complementation, luminescence; percent of melanotan II response, DMSO zero;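 active = activation above a per-plate cutoff, the mean activation of sample wells on that plate plus 3 SD, cut at about 8% in these data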
H9c2 protect: protects H9c2 cardiomyocytes from peroxide injury; H2O2 injury protection, ATPLite, 2 h; protection from H2O2 cell death, % at 20 µM; actives 0.63% (n = 360,000); AID 588492;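 active = compounds giving at least 50% protection of heart cells from peroxide-induced death in the single-dose screen, raw or plate-pattern-corrected value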;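 also: 0% = DMSO wells with peroxide and 100% = DMSO wells without peroxide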
Exocytosis inh: blocks lytic granule exocytosis. TALL-104 LAMP-1 surface exposure, flow cytometry; cells stimulated with thapsigargin and PMA. inhibition, % at 10 µM. actives 0.66% (n = 360,000);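 active = inhibition above about 55%, limit read from the data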
PDI inh: inhibitors of human protein disulfide isomerase. P07237. PDI insulin aggregation turbidity, A650, 90 min. inhibition, % at 10 µM. actives 0.052% (n = 350,000);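 active = mean inhibition across replicates of 30% or more, whatever share of single replicates reach that level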;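 also: absorbance from insulin aggregation driven by PDI reduction with DTT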
MC4R antag cAMP: human MC4R antagonism in cAMP assay. actives 0.48% (n = 360,000). P32245. inhibition, % at 6.5 µM. MC4R-expressing cells, MTII-stimulated cAMP, LANCE TR-FRET. AID 540295;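 active = inhibition above its plate's cutoff, the mean of tested wells on that plate plus 3 SD, cut at about 29% in these data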;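 also: 0% = Melanotan II alone and 100% = Melanotan II plus saturating MCL0020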
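Material: U2OS-MC4R stable cell line | Reagent: Melanotan II challenge after compound preincubation | Doses: One concentration, 6.5 µM nominal | Incubation: 30-min compound preincubation, 1-h Melanotan II challenge, 1-h detection, room temperature | Signal: TR-FRET cAMP assay | Replicates: One well per compound, no replicates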
* marks the source's active call; other numbers are inactive results; nt = no result given.

Fields: MC4R antag cAMP	ABCB6 inh 2	H9c2 protect	HTR2A ag	CaV13 ICDI inh	ABHD5-PLIN5 inh	MC4R ag barr	N-glyco inh	PDI inh	Exocytosis inh
CCN(c1ccccc1)S(=O)(=O)c1cccc(C(=O)N(C)CC(=O)Nc2ccc(F)c(F)c2F)c1
→ 6	90	12	2	-6	-1	1.2	-4	5	3
CCC(COC)Oc1cc(NCc2ccccc2)c2ncn(C(C)C)c2c1 (centres undefined)
→ -6	99	-9	10	-3	-9	1.1	0	-2	-7
CN(CC(=O)Nc1ccc(Cl)c(Cl)c1)C(=O)/C=C/c1ccc(F)cc1
→ 3	96	-8	7	-5	12	7.7	-5	6	-8
CCC(=O)NC(=S)Nc1cccc(Cl)c1N1CCCCC1
→ 4	95	-20	-1	-4	-12	-0.2	-1	2	3
Cc1cccc(N2CCN(C(=O)CN3C(=O)NC(C)(C)C3=O)CC2)c1C
→ 1	90	8	1	-14	1	-0.6	-1	-9	-2
O=C(CN(Cc1ccco1)C(=O)CCC(=O)Nc1ccccn1)NCc1ccccc1
→ 5	92	10	2	-6	2	-0.4	4	8	-5
COc1ccccc1-n1cnc2c(c1=O)c1nc3ccccc3nc1n2-c1ccc(C)cc1
→ 5	104	8	0	4	2	-2.3	-4	2	1
COc1ccc2c(c1)O/C(=C\c1ccccc1O)C2=O
→ -6	106	-3	1	-25	3	-1.7	2	5	-1
Cc1cc(C)cc(-n2nnc(C(=O)NCc3ccc4c(c3)OCO4)c2N)c1
→ 0	95	-2	-3	nt	-7	-1.0	2	11	2
O=C1NC(=S)N/C1=C\c1ccc(Oc2ccc(C(F)(F)F)cc2[N+](=O)[O-])c(Cl)c1
→ 24	99	6	-1	-7	-5	1.4	-1	-4	0
COc1ccc2c(c1)C(=NNc1ccc(C(=O)O)cc1)c1cc(OC)ccc1-2
→ 17	94	-6	-1	-24	-2	0.9	3	-7	7
CNC[C@H]1Oc2c(NC(=O)C3CC3)cccc2C(=O)N([C@H](C)CO)C[C@@H]1C
→ 15	106	17	5	-8	-6	-1.7	-2	-6	5
CCN(CC(=O)Nc1ccccc1C(F)(F)F)C(=O)c1ccc(=O)n(Cc2ccccc2)n1
→ 7	100	3	-2	-3	-7	-3.0	1	-4	3
O=S(=O)(c1ccc(-c2ccccc2)cc1)N1CCOCC1
→ 3	94	-8	-1	-4	2	-2.3	1	-10	-3
COc1ccccc1NS(=O)(=O)c1cccc(C(=O)NCc2ccncc2)c1
→ 1	95	-5	9	-6	10	2.3	-1	-11	4
COc1cc(Cl)c(C)cc1NC(=O)COC(=O)c1cnc(C)cn1
→ 1	100	3	3	-7	0	0.8	2	1	0
CC1(C)CC(NC(=O)COc2ccc(Br)cc2Cl)CC(C)(C)N1
→ 6	95	5	2	-10	6	-3.9	0	-3	2
CCOC(=O)N1CCC(Nc2c(NCCCOC)c(=O)c2=O)CC1
→ -4	102	4	5	-4	4	-0.4	3	3	1
COc1ccc2cc(C(=O)C3CCCN(Cc4cnc(C)s4)C3)ccc2c1 (centres undefined)
→ 6	98	-11	-2	-6	-7	0.7	-2	-4	3
Cc1ccc(-c2ccc(=O)n(CC(=O)Nc3ccc4c(c3)OCCO4)n2)cc1
→ -7	101	1	-2	-2	3	-2.3	2	2	4

Reprinted at random: 4 entries already listed
Fields: MC4R antag cAMP	ABCB6 inh 2	H9c2 protect	HTR2A ag	CaV13 ICDI inh	ABHD5-PLIN5 inh	MC4R ag barr	N-glyco inh	PDI inh	Exocytosis inh
CCC(=O)NC(=S)Nc1cccc(Cl)c1N1CCCCC1
→ 4	95	-20	-1	-4	-12	-0.2	-1	2	3
COc1ccccc1NS(=O)(=O)c1cccc(C(=O)NCc2ccncc2)c1
→ 1	95	-5	9	-6	10	2.3	-1	-11	4
Cc1ccc(-c2ccc(=O)n(CC(=O)Nc3ccc4c(c3)OCCO4)n2)cc1
→ -7	101	1	-2	-2	3	-2.3	2	2	4
Cc1cccc(N2CCN(C(=O)CN3C(=O)NC(C)(C)C3=O)CC2)c1C
→ 1	90	8	1	-14	1	-0.6	-1	-9	-2

Following part:
Fields: MC4R antag cAMP	ABCB6 inh 2	H9c2 protect	HTR2A ag	CaV13 ICDI inh	ABHD5-PLIN5 inh	MC4R ag barr	N-glyco inh	PDI inh	Exocytosis inh
COc1ccc(N(C(=O)c2ccco2)C(C(=O)NC2CCCC2)c2ccc(OC)c(OC)c2)cc1 (centres undefined)
→ 2	100	2	0	-4	5	-0.8	-1	11	-2
O=[N+]([O-])c1cccc(/C=N/Nc2ccccn2)c1
→ -7	101	-3	4	-3	-2	-0.8	1	5	-1
N#CC(=C=[N-])c1nc2ccccc2nc1-[n+]1cccc(NC(=O)c2ccccc2)c1
→ -7	99	-4	3	-6	-7	-1.4	1	-3	0
CCOC(=O)[C@]12CCCC=C1N(Cc1ccc(Cl)cc1Cl)C(=O)[C@H](CC(=O)NCCC(C)C)C2
→ nt	92	nt	-6	-4	-7	nt	nt	nt	1
S=C(c1ccc(-c2cccc(Cl)c2)o1)N1CCOCC1
→ 3	103	-9	0	-9	-9	0.6	-7	-4	-8
CCOC(=O)C1CCCN(Cc2cc(=O)oc3cc(C)ccc23)C1 (centres undefined)
→ 5	99	-1	-5	-7	3	-1.1	-1	-2	-3
O=C(NCc1ccccc1)c1cc(-c2cccc(O)c2)on1
→ -2	99	-15	0	-6	-6	-0.1	-1	nt	-1
COc1ccccc1N1C(=O)CC(Sc2ncccc2C(=O)O)C1=O (centres undefined)
→ 9	96	6	6	nt	-3	-1.9	0	-5	-1
Cc1onc(-c2ccccc2)c1-c1nc2ccccc2c(=O)o1
→ -13	87	12	0	-5	-9	-2.9	18	0	11
CN(CC(=O)Nc1c(Cl)cccc1Cl)C(=O)C1CSC2(C)CCC(=O)N12 (centres undefined)
→ -3	100	-6	6	-6	11	-0.5	0	-2	-6
Cc1cc(C)cc(NC(=O)Nc2ccc(NC(=O)c3ccccc3O)cc2)c1
→ 18	104	-2	0	-2	0	16*	-1	7	2
COCCN(C(=O)CSCC(=O)Nc1ccc(C)cc1)c1c(N)n(CC(C)C)c(=O)[nH]c1=O
→ 2	97	7	9	-14	3	-1.3	2	-3	-3
C=Cc1ccc(Cn2c(C)c(C(=O)NCc3cccc(C(F)(F)F)c3)sc2=O)cc1
→ 6	94	-4	-9	22	-5	3.7	-2	-6	4
CCOc1ccc(CCN2C(=S)N([C@@H](Cc3ccc(O)cc3)CN3CCC[C@@H]3CN3C(=S)NC[C@@H]3CC(C)C)C[C@@H]2Cc2ccc(O)cc2)cc1
→ nt	98	-3	0	-7	34*	nt	-3	nt	55
CN(C)S(=O)(=O)c1cc(NC(=O)CN2CCNC(=O)C2)ccc1Cl
→ 0	96	-8	2	-4	-2	-0.4	5	1	-1
Cc1ccc2cc(/C=N/NC(=O)[C@H](C)NC(=O)OC(C)(C)C)c(Cl)nc2c1
→ -8	101	-1	-1	-18	-3	-2.1	5	-8	-3
COC(=O)c1sccc1NC(=O)c1cccs1
→ 1	89	-2	3	-2	3	2.8	0	4	-3
c1ccc2oc(SCc3cn4ccsc4n3)nc2c1
→ 4	92	-2	-4	-4	-11	-0.4	-4	8	-3
C[C@@H]1C=C[C@](Cc2ccccc2)(C(=O)NCC2CC2)N1C(=O)c1ccccc1
→ 13	100	2	1	-10	8	0.5	-1	0	-3
Cc1c(NC(=S)SCc2ccccc2)c(=O)n(-c2ccccc2)n1C
→ -3	109	4	-4	-5	-8	-3.8	0	6	-3

Limited to Exocytosis inh, for some of the entries so far:
| SMILES | Exocytosis inh |
| --- | --- |
| COc1ccccc1N1C(=O)CC(Sc2ncccc2C(=O)O)C1=O (centres undefined) | -1 |
| COc1ccc(N(C(=O)c2ccco2)C(C(=O)NC2CCCC2)c2ccc(OC)c(OC)c2)cc1 (centres undefined) | -2 |
| S=C(c1ccc(-c2cccc(Cl)c2)o1)N1CCOCC1 | -8 |

Next section.
Fields: MC4R antag cAMP	ABCB6 inh 2	H9c2 protect	HTR2A ag	CaV13 ICDI inh	ABHD5-PLIN5 inh	MC4R ag barr	N-glyco inh	PDI inh	Exocytosis inh
CC(C)COP(=O)(CNC(=O)CN1C(=O)c2ccccc2S1(=O)=O)OCC(C)C
→ 5	96	2	4	-3	-2	-2.7	5	-5	1
COc1ccc(C(=O)Nc2cc(C(C)=O)c(C)oc2=O)cc1
→ 7	99	-1	-1	-6	6	-1.0	2	10	9
C[C@@H]1CN([C@H](C)CO)C(=O)CCCn2cc(nn2)CO[C@H]1CN(C)S(=O)(=O)c1ccc(C#N)cc1
→ -4	82	8	2	-6	0	-1.1	1	5	7
COc1ccccc1Oc1ccc(NC(=O)Cc2ccccc2)cc1
→ -3	97	-2	-11	-20	5	0.5	2	3	30
CN(C)S(=O)(=O)c1cccc(NC(=O)CCc2nc3sc4c(c3c(=O)[nH]2)CCCC4)c1
→ -5	86	-3	-1	-14	0	-2.5	0	2	-2
O=C(CC(C(=O)O)c1cccc(Cl)c1)c1ccccc1 (centres undefined)
→ 14	103	-1	-2	-13	-12	2.6	4	1	-4
NC(Cc1ccc(Cl)cc1)c1csc(Nc2ccc(C(=O)c3ccccc3)cc2)n1 (centres undefined)
→ -7	97	-27	11	-11	-5	12*	-9	-1	58*
NC(=O)c1sc2nc3c(c(-c4ccc(Cl)cc4)c2c1N)CCCC3
→ 2	96	-2	0	-7	2	7.1	4	5	11
CN1CCN(C(=O)C(Cc2ccccc2)NS(=O)(=O)c2ccc3c(c2)CCC(=O)N3)CC1 (centres undefined)
→ 5	101	1	-3	-10	9	-0.7	-2	-4	-1
Cc1ccc(NC(=O)CSCC(=O)Nc2cc(C(F)(F)F)ccc2N2CCOCC2)cc1
→ 9	104	0	4	nt	-9	8.0	2	-1	-1
Fc1ccccc1N1CCN(C2CCN(Cc3c[nH]c4ccccc34)CC2)CC1
→ 16	105	16	-4	-8	4	1.5	-6	4	4
CCCn1c(N)c(C(=S)NC(=O)C2CC2)c(=O)n(C)c1=O
→ 8	100	9	0	nt	-4	-2.4	4	9	-1
CN(C)c1cccc(C(=O)N/N=C/c2ccoc2)c1
→ -4	96	-10	-6	-4	-1	0.0	1	4	6
O=S(=O)(c1ccc(F)cc1)N1CCC(O)(c2ccc3c(c2)OCO3)CC1
→ 6	96	-4	-2	nt	-6	3.2	1	-7	-2
COCCn1c(-c2cc(OC)c(OC)c(OC)c2)nc2oc3ccccc3c(=O)c2c1=O
→ 0	91	5	-2	-4	-6	-2.9	0	4	-2
COc1ccc(C(=O)N/N=C2\CCc3ccccc32)cc1OC
→ 6	102	9	-4	6	-2	-0.7	3	5	1
